V-ATPase pH = yeast V-ATPase proton transport regulation by pHLuorin; S. cerevisiae, pHLuorin cytosolic pH fluorescence; response, % at 10 µM; 350,000 tested, 0.37% active; AID 504577; in the data active = response mostly above about 7.3%, no sharp cut-off; inactive = mostly below about 5.4%; note: actives read high; inactives centre near 0; some compounds called inactive have numbers as strong as hits; reference of the scale not given here
HTR5A inv ctr = HTR5A inverse agonism, opioid heterodimer counter-screen; 340,000 tested, 0.083% active; AID 504634; inhibition, % at 9.3 µM; HTR5A cell line, luminescence; P47898; in the data active = inhibition mostly above about 23%, no sharp cut-off; inactive = mostly below about 18%;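 note: 0% = cells with DMSO and 100% = no-cell wells with DMSO; some compounds called inactive have numbers as strong as hits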
Target sequence (P47898 whole entry, looked up): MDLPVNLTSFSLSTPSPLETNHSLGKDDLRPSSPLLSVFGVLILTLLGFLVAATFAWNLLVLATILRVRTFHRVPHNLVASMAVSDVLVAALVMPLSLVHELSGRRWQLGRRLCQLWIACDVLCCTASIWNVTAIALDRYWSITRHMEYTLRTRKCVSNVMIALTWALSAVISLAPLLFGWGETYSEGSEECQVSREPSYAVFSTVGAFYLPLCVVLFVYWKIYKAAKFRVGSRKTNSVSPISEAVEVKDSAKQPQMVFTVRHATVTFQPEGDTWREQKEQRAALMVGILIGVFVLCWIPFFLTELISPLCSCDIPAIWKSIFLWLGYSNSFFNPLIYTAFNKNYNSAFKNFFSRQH
PvdQ inh = P. aeruginosa PvdQ acylase inhibition. purified PvdQ acylase, fluorescence plate reader. inhibition, % at 10 µM. 340,000 tested, 0.063% active. AID 488965; in the data active = inhibition above about 30%, passing the limit was not always enough;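 note: 0% = vehicle neutral wells and 100% = reference inhibitor wells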
Wnt act = Wnt/beta-catenin pathway activation | Wnt/beta-catenin reporter cell assay, activator, plate reader | activation, % at 9.35 µM | 300,000 tested, 1.2% active | AID 743398; in the data active = activation above about 30%, passing the limit was not always enough;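 note: 0% = neutral control wells and 100% = positive control wells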
NSD2 inh = NSD2 (human) methyltransferase inhibition; O96028; AID 743445; inhibition, % at 12.5 µM; NSD2 peptide methylation, AlphaScreen, 120 min; 310,000 tested, 0.54% active; in the data active = inhibition above about 50%
dFosB act = mouse delta FosB homodimer activation; 340,000 tested, 0.99% active; purified delta FosB, TAMRA-CDK5 oligo fluorescence polarization; percent of positive-control signal above neutral wells; activation, % at 25 µM; AID 493131; P13346;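 active = mean activation above about 17%, with every replicate also reaching it, limit read from the data, passing the limit was not always enough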;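 note: fluorescence polarization rise as delta FosB binds a TAMRA Cdk5 AP-1 oligo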
Target sequence (P13346 whole entry, looked up): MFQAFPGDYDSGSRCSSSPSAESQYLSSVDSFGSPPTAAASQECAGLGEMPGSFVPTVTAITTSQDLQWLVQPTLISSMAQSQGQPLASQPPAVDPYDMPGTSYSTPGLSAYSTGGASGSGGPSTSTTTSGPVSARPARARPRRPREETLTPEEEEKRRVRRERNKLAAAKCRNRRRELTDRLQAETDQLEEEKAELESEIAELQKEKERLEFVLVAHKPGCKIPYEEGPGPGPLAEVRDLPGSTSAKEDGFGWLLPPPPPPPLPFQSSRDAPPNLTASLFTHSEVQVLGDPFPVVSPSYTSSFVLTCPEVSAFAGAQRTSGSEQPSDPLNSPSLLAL
MITF act = MITF TRPM1 promoter activation in melanoma cells; SK-MEL-5 TRPM1-promoter luciferase, 24 h; % of positive control, neutral wells = 0; activation, % at 12.5 µM; 300,000 tested, 0.75% active; AID 588334;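 active = mean activation of at least 80% with every replicate also reaching 80%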;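 note: 0% = neutral control wells and 100% = parthenolide positive control wells; values of inactives mirror those of a sister screen read the other way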
HTR5A ag = HTR5A agonism, opioid heterodimer counter-screen; HTR5A agonist assay, luminescence, cell-based; 340,000 tested, 0.61% active; AID 504692; activation, % at 9.3 µM; P47898; in the data active = activation mostly above about 9.5%, no sharp cut-off; inactive = mostly below about 7.6%;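 note: 0% = cells with vehicle only and 100% = reference agonist; strong numbers were not always called active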
SR-BI HDL uptake = mouse SR-BI HDL lipid transfer inhibition | Q61009 | ldlA[mSR-BI] CHO cells, DiI-HDL uptake fluorescence, 3 h | inhibition, % at 12.5 µM | 320,000 tested, 0.96% active;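 active = mean replicate inhibition of at least 70% and a set share of replicates each scoring 70 or more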;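 note: 0% = median of neutral control wells and 100% = median of positive control wells; values of inactives mirror those of a sister screen read the other way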
CDK5 inh = CDK5/p35 (human) kinase inhibition | Q00535+Q15078 | Recombinant CDK5/p35, ADP-Glo luminescence, 60 min | inhibition, % at 10 µM | 330,000 tested, 0.01% active | AID 488839;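 active = highest replicate inhibition of at least 50% and at least 75% of replicates reaching 50%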;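 note: plate controls were DMSO neutral control for no effect and GW8510 at 10 µM for full effect; many of its hits are not listed in these tables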
Starred values were filed as active, the others as inactive; . = no result given. The order is random. Share with any hit: about 5%.

Abbreviations – A = V-ATPase pH; B = HTR5A inv ctr; C = PvdQ inh; D = Wnt act; E = NSD2 inh; F = dFosB act; G = MITF act; H = HTR5A ag; I = SR-BI HDL uptake; J = CDK5 inh
1	COc1ccc(NC(=O)/C(Cl)=C(/Cl)S(=O)(=O)Cc2ccccc2)cn1
  A = 4; B = -23; C = -7; D = .; E = .; F = -10; G = -94; H = -8; I = 9; J = 0.2
2	CN1CCN(c2nc(N3CCN(CCO)CC3)nc3ccccc23)CC1
  A = -2; B = 16; C = -2; D = -7; E = 3; F = 8; G = 7; H = -1; I = -22; J = -2.0
3	CCN(CC)C(=O)Cn1cnc2sc(C(=O)N3CCN(c4ccc(F)cc4)CC3)c(C)c2c1=O
  A = 1; B = -5; C = -12; D = -4; E = -5; F = -6; G = 3; H = 2; I = 25; J = -0.1
4	COCCCNC(=O)CCc1c(C)nc2c(c(C)nn2-c2ccc(C)cc2)c1C
  A = 2; B = -9; C = -9; D = -4; E = -1; F = -1; G = 5; H = 2; I = -2; J = 0.7
5	CC(=O)N1[C@H](C)C=C[C@]1(Cc1ccccc1)C(=O)O
  A = 1; B = 15; C = -12; D = 2; E = .; F = -4; G = 2; H = -6; I = -26; J = -2.2
6	Cc1ccc(Cn2ccsc2=NC(=O)COC(=O)c2ccc(NC(=O)CC#N)cc2)cc1
  A = 2; B = -9; C = 6; D = -4; E = -1; F = -18; G = -9; H = 1; I = 77*; J = -0.2
7	Nc1ccccc1C(=O)N1CCC(O)(c2ccc(Cl)cc2)CC1
  A = -5; B = -2; C = -15; D = 0; E = -1; F = -7; G = .; H = 1; I = -20; J = -1.7
8	COc1ccc(NS(=O)(=O)c2cc(NC(=O)c3ccc(=O)[nH]n3)ccc2N2CCOCC2)cc1
  A = 2; B = -6; C = -14; D = 2; E = -1; F = -3; G = 2; H = -2; I = -13; J = -1.2
9	COc1ccc(CCN(Cc2ccccn2)C(=S)Nc2ccccc2Cl)cc1OC
  A = -4; B = -5; C = -8; D = 0; E = -2; F = -1; G = 1; H = 2; I = 36; J = -1.6
10	CC[C@@]1(C(=O)OC)N[C@H](CN(C)S(=O)(=O)c2ccc(C(C)(C)C)cc2)[C@@H]2C(=O)N(Cc3ccccc3)C(=O)[C@@H]21
  A = 3; B = 11; C = -11; D = 0; E = .; F = -15; G = 1; H = -3; I = -12; J = -1.9
11	Cc1ccc(Nc2c(-c3ccccn3)nc3cc(C)ccn23)cc1
  A = 0; B = 13; C = 6; D = -10; E = .; F = 21*; G = -62; H = -6; I = 19; J = 3.1
12	Cc1ccc(NC(=S)NC(=O)C2CC2)c(C)c1
  A = 0; B = -5; C = -13; D = 18; E = 4; F = -5; G = 30; H = 1; I = 0; J = 0.4
13	COc1ccc(C(C)(C)C)cc1NC(=O)c1ccoc1C
  A = 3; B = 3; C = -6; D = .; E = -2; F = -4; G = -5; H = 3; I = 12; J = 0.1
14	CN(C)c1ccc(/C=N/NC(=O)C(O)(c2ccccc2)c2ccccc2)o1
  A = 4; B = -31; C = 5; D = -2; E = 1; F = -8; G = 2; H = -3; I = 36; J = -1.4
15	CCOc1ccc(CCN2C(=O)C3C4CCC(O4)C3C2=O)cc1OCC (stereo not given)
  A = -1; B = -5; C = -14; D = -2; E = .; F = -3; G = .; H = 2; I = 6; J = 0.3
16	C=CCn1c(SCCC)nc(O)cc1=O
  A = 3; B = -15; C = -7; D = -1; E = -1; F = 1; G = 4; H = 6; I = -12; J = 0.6
17	O=C(COC(=O)c1ccc[n+]([O-])c1)Nc1ccccc1OC(F)F
  A = 1; B = 4; C = -2; D = -3; E = -3; F = -2; G = 7; H = -1; I = -53; J = 2.4
18	Cc1cc(NS(=O)(=O)c2ccc(NC(=O)COc3ccccc3C(C)(C)C)cc2)no1
  A = -2; B = 12; C = -14; D = 1; E = 10; F = -9; G = -1; H = 0; I = -17; J = -2.7
19	Cn1c(N)c(C(=O)c2ccc(C#N)cc2)c(=O)n(C)c1=O
  A = 1; B = 8; C = 1; D = .; E = -2; F = 3; G = 7; H = -2; I = -12; J = 0.2
20	CCOC(=O)C1CCN(C(=O)c2ccc3c(Cl)c4c(nc3c2)CCCC4)CC1
  A = -1; B = 9; C = -4; D = -1; E = 45; F = -13; G = 4; H = -3; I = -3; J = -2.1
21	O=C(Nc1cccnc1)c1ccc2ccccc2c1O
  A = 0; B = 10; C = -13; D = 14; E = 9; F = -2; G = 66; H = 1; I = -6; J = 0.1
22	CCC1Nc2ncnc(N3CCc4ccccc4C3)c2N(Cc2ccc(Cl)cc2)C1=O (stereo not given)
  A = -1; B = -23; C = 2; D = 2; E = .; F = 2; G = -10; H = 3; I = -3; J = 0.9
23	CCN(CC)C(C(=O)NC1CCCCC1)c1ccc(C)cc1 (stereo not given)
  A = -2; B = 1; C = -13; D = -1; E = 0; F = -8; G = 4; H = -7; I = -15; J = 1.2
24	COC(=O)c1ccc(-n2c(C)cc(/C=N/Nc3nc(C)cc(=O)[nH]3)c2C)cc1
  A = -1; B = -37; C = -5; D = -3; E = 3; F = -4; G = 17; H = -3; I = .; J = -1.0
25	O=C(CNc1ccccc1F)N/N=C/C1CC=CCC1 (stereo not given)
  A = -1; B = 12; C = -19; D = -1; E = -5; F = 4; G = 7; H = -5; I = -21; J = -2.5
26	O=C(O)c1ccccc1COc1ccccc1Cl
  A = 0; B = -10; C = -12; D = 3; E = 0; F = -4; G = -3; H = 7; I = -25; J = 1.1
27	O=C(COC(=O)c1cc(=O)[nH]c2ccccc12)NCc1cccs1
  A = -3; B = -5; C = -3; D = 0; E = -3; F = -2; G = -20; H = 2; I = -15; J = 0.4

Compounds 10 to 18, reprinted for reference:
Abbreviations – A = V-ATPase pH; B = HTR5A inv ctr; C = PvdQ inh; D = Wnt act; E = NSD2 inh; F = dFosB act; G = MITF act; H = HTR5A ag; I = SR-BI HDL uptake; J = CDK5 inh
10	CC[C@@]1(C(=O)OC)N[C@H](CN(C)S(=O)(=O)c2ccc(C(C)(C)C)cc2)[C@@H]2C(=O)N(Cc3ccccc3)C(=O)[C@@H]21
  A = 3; B = 11; C = -11; D = 0; E = .; F = -15; G = 1; H = -3; I = -12; J = -1.9
11	Cc1ccc(Nc2c(-c3ccccn3)nc3cc(C)ccn23)cc1
  A = 0; B = 13; C = 6; D = -10; E = .; F = 21*; G = -62; H = -6; I = 19; J = 3.1
12	Cc1ccc(NC(=S)NC(=O)C2CC2)c(C)c1
  A = 0; B = -5; C = -13; D = 18; E = 4; F = -5; G = 30; H = 1; I = 0; J = 0.4
13	COc1ccc(C(C)(C)C)cc1NC(=O)c1ccoc1C
  A = 3; B = 3; C = -6; D = .; E = -2; F = -4; G = -5; H = 3; I = 12; J = 0.1
14	CN(C)c1ccc(/C=N/NC(=O)C(O)(c2ccccc2)c2ccccc2)o1
  A = 4; B = -31; C = 5; D = -2; E = 1; F = -8; G = 2; H = -3; I = 36; J = -1.4
15	CCOc1ccc(CCN2C(=O)C3C4CCC(O4)C3C2=O)cc1OCC (stereo not given)
  A = -1; B = -5; C = -14; D = -2; E = .; F = -3; G = .; H = 2; I = 6; J = 0.3
16	C=CCn1c(SCCC)nc(O)cc1=O
  A = 3; B = -15; C = -7; D = -1; E = -1; F = 1; G = 4; H = 6; I = -12; J = 0.6
17	O=C(COC(=O)c1ccc[n+]([O-])c1)Nc1ccccc1OC(F)F
  A = 1; B = 4; C = -2; D = -3; E = -3; F = -2; G = 7; H = -1; I = -53; J = 2.4
18	Cc1cc(NS(=O)(=O)c2ccc(NC(=O)COc3ccccc3C(C)(C)C)cc2)no1
  A = -2; B = 12; C = -14; D = 1; E = 10; F = -9; G = -1; H = 0; I = -17; J = -2.7

Screening data (PubChem BioAssay)
